Compound activity from PubChem.
TAAR1 agonist = agonists of human TAAR1; activation, % at 3 µM; CHO RD-HGA16 TAAR1, Fluo-8 calcium fluorescence; vehicle wells 0%, saturating PEA agonist 100%; hit rate 0.99% among 360,000;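 active = activation above the mean activation of all test compounds in the run plus 3 SD, cut at about 38% in these data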
Target sequence (Q96RJ0 whole entry, looked up): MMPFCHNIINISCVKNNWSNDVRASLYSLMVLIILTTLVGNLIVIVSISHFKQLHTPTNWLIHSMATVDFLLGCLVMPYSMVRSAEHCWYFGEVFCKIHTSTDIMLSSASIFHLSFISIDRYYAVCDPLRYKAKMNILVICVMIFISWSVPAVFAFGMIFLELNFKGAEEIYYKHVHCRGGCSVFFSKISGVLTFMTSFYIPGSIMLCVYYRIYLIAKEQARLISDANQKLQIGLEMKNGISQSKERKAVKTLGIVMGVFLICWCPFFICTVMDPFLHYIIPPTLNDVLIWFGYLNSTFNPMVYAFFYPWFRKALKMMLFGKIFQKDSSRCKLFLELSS
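Repeats: no replicates (n 1) | Material: CHO-derived RD-HGA16 cells with stable Gα16 and human TAAR1 | Technique: Kinetic Fluo-8 calcium fluorescence | Schedule: 17-24 h seeding, 75 min 37 °C dye, 30 min RT | Evaluation: % activation from peak over basal fluorescence ratio, DMSO-to-PEA scaled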
CHO parental Ca = counter-screen for OX1R antagonists: effect in parental CHO cells. parental CHO-K1, ATP-induced calcium, Fluo-8 fluorescence. inhibition, % at 5.6 µM. hit rate 0.63% among 330,000. AID 463079;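 active = inhibition above that plate's mean sample inhibition plus 3 SD, cut at about 26% in these data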;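 note: 0% = ATP-challenged DMSO wells and 100% = DMSO wells without ATP; some compounds past the cut are filed as inactive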
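Assay system: parental CHO cells; Read-out basis: percent inhibition of ATP-evoked calcium rise, normalized to controls; Benchmarks: ATP and no-ATP DMSO wells; Compound dosing: single nominal dose of 5.6 µM per compound; Signal: Fluo-8 calcium dye fluorescence; Also added: ATP as calcium-mobilizing challenge; Repeats: singlicate.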
CHO-K1 Ca antag = nonselective inhibitor or artifact in parental CHO-K1 cells; ATP-induced calcium, Fluo-8 fluorescence; inhibition, % at 3 µM; hit rate 0.6% among 360,000; AID 602250;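 active = inhibition above a per-plate cutoff, the plate's mean sample inhibition plus 3 SD, cut at about 24% in these data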;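 note: 0% = DMSO plus EC80 ATP and 100% = DMSO alone without ATP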
CHO-K1 Ca ag = counter-screen for M1 agonists: effect in parental CHO-K1 cells | Fluo-8 calcium fluorescence; scaled to maximal ATP response, vehicle zero | activation, % at 3 µM | hit rate 0.48% among 360,000; in the data active = activation above about 15%;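 note: untransfected CHO-K1 host cells lacking M1 receptor as counterscreen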
OXTR potentiator = human OXTR potentiation | P30559 | CHO-OTR cells, Fluo-8 calcium fluorescence, potentiator mode; 0% = oxytocin EC15, 100% = EC100 | activation, % at 3 µM | hit rate 0.061% among 320,000;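 active = activation above that plate's cutoff, the mean activation of tested compounds plus 3 SD, cut at about 6.6% in these data, passing the limit was not always enough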;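 note: 100% uses oxytocin at 75 nM as the full agonist control; some results filed as inactive read as strong as hits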
Target sequence (P30559 whole entry, looked up): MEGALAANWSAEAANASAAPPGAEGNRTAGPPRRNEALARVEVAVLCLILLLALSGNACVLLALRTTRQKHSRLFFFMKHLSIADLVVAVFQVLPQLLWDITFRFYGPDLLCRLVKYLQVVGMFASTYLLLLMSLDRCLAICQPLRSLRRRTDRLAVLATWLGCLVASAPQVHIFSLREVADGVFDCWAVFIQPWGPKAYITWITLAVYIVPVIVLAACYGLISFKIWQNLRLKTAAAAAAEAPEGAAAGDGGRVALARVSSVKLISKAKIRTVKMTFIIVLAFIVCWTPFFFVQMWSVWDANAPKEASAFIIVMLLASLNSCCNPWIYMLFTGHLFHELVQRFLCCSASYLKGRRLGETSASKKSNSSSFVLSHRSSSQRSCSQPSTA
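Assay system: CHO-OTR cells, human receptor / Also added: oxytocin at about EC15, sub-maximal agonist stimulus / Dosing: single dose, 3.0 µM nominal final compound concentration / Incubation: 6 min pre-incubation, 100 s read / Technique: Fluo-8 calcium dye fluorescence / Read-out: % activation vs EC15 and EC100 oxytocin / Benchmarks: EC15 oxytocin low, 75 nM oxytocin high / Replicates: singlicate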
TAAR1 antag = human TAAR1 antagonism; hit rate 1.5% among 360,000; inhibition, % at 3 µM; CHO RD-HGA16 TAAR1, Fluo-8 calcium fluorescence, antagonist; Q96RJ0;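 active = inhibition above a per-plate cutoff, the mean inhibition of test compounds on that plate plus 3 SD, cut at about 49% in these data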;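 note: 0% = DMSO plus EC80 beta-PEA response and 100% = DMSO alone without agonist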
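Material: RD-HGA16 CHO cells with stable hTAAR1 and Gα16; Dosing: single nominal final test compound concentration of 3 µM; Schedule: seeding 17-24 h prior, 75-min 37 °C, 30-min RT dye loading; Detection: kinetic Fluo-8 calcium fluorescence measurement; Measure: % inhibition from peak post-agonist over basal fluorescence ratio; Benchmarks: vehicle and agonist controls.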
CHRM1 agonist = activates human CHRM1 receptor | P11229 | CHO-K1 hM1, Fluo-8 calcium fluorescence, agonist mode; 0% DMSO, 100% acetylcholine EC100 | activation, % at 3 µM | hit rate 0.33% among 360,000;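 active = activation above the run's mean compound activation plus 3 SD, cut at about 16% in these data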;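 note: peak over basal fluorescence ratio within a 140 s kinetic read after compound addition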
CHO-K1 Ca PAM = nonselective activator or artifact in parental CHO-K1 calcium assay | activation, % at 3 µM | hit rate 0.02% among 360,000 | ATP EC20, Fluo-8 calcium fluorescence; 0% at ATP EC20, 100% at ATP max;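 active = activation above the run cutoff, the mean activation of all test compounds plus 3 SD, cut at about 40% in these data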;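 note: peak over basal fluorescence ratio in a 140 s read after ATP addition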
CHRM1 antagonist = blocks human M1 muscarinic receptor. hit rate 1.3% among 360,000. inhibition, % at 3 µM. P11229. CHO-K1 hM1, Fluo-8 calcium fluorescence, ACh EC80 antagonist. AID 588852;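 active = percent inhibition above its own plate's cutoff, namely the mean of that plate's compound wells plus 3 SD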;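 note: peak over basal fluorescence ratio during 140 s after agonist addition; 0% = ACh EC80 plus DMSO and 100% = DMSO alone without agonist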
* = called active by the depositor; . = no result given. Not a hit list. About 4.2% of those tested had a hit in this group.

Value order – CHO-K1 Ca ag	OXTR potentiator	TAAR1 agonist	TAAR1 antag	CHO-K1 Ca PAM	CHRM1 antagonist	CHRM1 agonist	CHO parental Ca	CHO-K1 Ca antag
O=C(NNC(=O)c1ccccc1[N+](=O)[O-])Nc1ccccc1C(F)(F)F
 : -0.4	-12.2	1.4	-2.8	-10.8	0.9	-2.1	9.5	-2.1
Cc1ccc(S(=O)(=O)N2CCN(C(=O)COC(=O)c3ccc(Cl)nc3)CC2)c(C)c1
 : 0.3	-2.0	0.4	-3.1	18.9	-6.5	-0.7	-12.8	-5.0
O=C(CSc1nc2ccccc2o1)Nc1ccc(Cl)cc1
 : 0.6	-18.7	17.2	21.4	-4.8	4.5	-5.4	-0.6	7.7
CC1(C(=O)NS(=O)(=O)c2cccc(F)c2)CCN1C(=O)CCc1ccc(Cl)cc1Cl (stereo not drawn)
 : 0.3	.	-0.2	-15.3	24.4	-15.1	-3.3	.	-14.2
CCc1ncn(CCc2ccccc2OC)c1C(C)C
 : 0.2	.	52.8*	29.1	12.7	.	.	.	-6.5
COc1ccc(/C=C(\C)C(=O)c2c(C)cc(C)[nH]c2=O)cc1
 : 0.9	-0.2	-0.6	1.4	14.6	-3.8	-1.9	-7.1	-8.3
S=C1NC(c2ccccc2)=NCN1c1ccc(Br)cc1
 : 0.8	-7.8	10.2	10.1	4.3	-6.6	-1.0	-11.6	-14.9
CC1(c2ccc3c(c2)OCO3)NC(=O)N(CC(=O)Nc2ccccc2[N+](=O)[O-])C1=O (stereo not drawn)
 : 2.3	.	6.8	-9.4	-15.0	0.0	3.0	.	0.8
O=C(Nc1ccc2c(c1)OCCO2)c1cccc(Br)c1
 : 0.2	.	-0.1	-20.1	8.4	-13.7	-5.4	.	-6.5
Fc1ccc(-c2nc3n(n2)Cc2ccccc2-3)cc1
 : 0.7	-9.2	1.5	-5.3	9.4	4.7	-2.0	-12.6	-2.0
CC(C)(C)NC(=O)NC(=O)COC(=O)C1CCN(S(=O)(=O)c2cccs2)CC1
 : 2.6	-9.3	8.1	4.5	2.8	6.7	-0.7	-9.9	1.8
COc1ccc(Cl)cc1N(CC(=O)Nc1ccccc1C(=O)NCc1ccco1)S(C)(=O)=O
 : 5.1	-15.1	13.8	-3.2	9.9	4.1	-0.1	-6.1	-3.4
CC1C(C#N)=C(N)OC2=C1C(=O)CC(C)(C)C2 (stereo not drawn)
 : -0.1	-3.7	6.6	14.8	10.0	-1.9	-1.1	-11.5	-4.1
CCCCCc1c(C)c(C#N)c2nc3ccccc3n2c1-n1ccnc1C
 : 0.6	-2.5	1.2	-8.2	10.5	-9.2	-4.5	-8.1	-1.1
CCCOc1ccc2cc(C(=O)NCc3ccccc3)c(=O)oc2c1
 : 0.7	-2.8	-0.6	-10.5	-2.1	-15.6	-1.9	-8.4	-15.0
Cc1occc1C(=O)N/N=C/c1cnn(C)c1C
 : 0.2	-23.1	3.3	14.5	6.8	-9.0	-3.5	-8.2	-1.8
COCCN(CCOC)S(=O)(=O)c1ccc(C(=O)Nc2nnc(CSC)o2)cc1
 : 0.5	4.3	3.3	-16.6	-8.4	-4.2	-6.1	-3.0	-6.0
Cc1ccc(NC(=O)C(=O)NC(C)C2COc3ccccc3O2)cc1 (stereo not drawn)
 : 1.3	-3.2	2.0	-18.9	8.3	8.8	-4.2	-10.0	-2.9
Cc1nn(C)cc1CN(C)C(=O)c1cc2nc(-c3ccco3)cc(C(F)(F)F)n2n1
 : 0.9	8.7	3.6	-5.6	20.0	-6.8	-3.3	-22.0	-3.4
CCOC(=O)c1c(NC(=O)C2CCCCC2)sc2c1CCN(CC)C2
 : 0.3	-9.0	3.0	-17.7	19.7	-7.8	-4.1	-9.7	-8.0

Compound profiles (already shown). Order of values: CHO-K1 Ca ag | OXTR potentiator | TAAR1 agonist | TAAR1 antag | CHO-K1 Ca PAM | CHRM1 antagonist | CHRM1 agonist | CHO parental Ca | CHO-K1 Ca antag
Listed for `Cc1nn(C)cc1CN(C)C(=O)c1cc2nc(-c3ccco3)cc(C(F)(F)F)n2n1` : 0.9 | 8.7 | 3.6 | -5.6 | 20.0 | -6.8 | -3.3 | -22.0 | -3.4
Listed for `COc1ccc(Cl)cc1N(CC(=O)Nc1ccccc1C(=O)NCc1ccco1)S(C)(=O)=O` : 5.1 | -15.1 | 13.8 | -3.2 | 9.9 | 4.1 | -0.1 | -6.1 | -3.4
Listed for `O=C(Nc1ccc2c(c1)OCCO2)c1cccc(Br)c1` : 0.2 | . | -0.1 | -20.1 | 8.4 | -13.7 | -5.4 | . | -6.5

(more compounds)
Value order – CHO-K1 Ca ag	OXTR potentiator	TAAR1 agonist	TAAR1 antag	CHO-K1 Ca PAM	CHRM1 antagonist	CHRM1 agonist	CHO parental Ca	CHO-K1 Ca antag
Cc1cc(C)n2nc(SCC(=O)Nc3ccccc3C)nc2n1
 : 1.1	6.2	7.6	-9.5	8.1	-10.9	-1.9	-8.4	-6.4
O=C(NC1CCN(S(=O)(=O)c2ccc(F)cc2)CC1)c1cccnc1
 : 3.1	-12.1	2.9	-9.3	-1.4	-16.8	-6.9	-3.0	-20.2
Nc1nnc(SCC(=O)NC2CCCC2)s1
 : 0.2	0.5	2.6	-23.7	7.7	-3.0	-1.1	1.6	-5.9
CCOC(=O)C(C)n1cnc2c(nnn2-c2ccc(F)cc2)c1=O (stereo not drawn)
 : 1.1	-2.7	1.5	-6.9	13.4	3.1	-1.3	1.4	-3.0
CCc1nc2cccnc2n1-c1ccc(C(=O)O)cc1
 : 0.3	.	-1.1	4.2	11.1	7.3	-3.1	.	-4.0
O=C1CCCCCN1C(=O)c1cccc(C(=O)N2CCCCCC2=O)c1
 : 0.6	2.6	3.0	8.9	13.4	-15.7	2.6	-11.9	-6.7
CCCN(C)C1CN(Cc2cn(Cc3ccc(Cl)cc3)nn2)S(=O)(=O)C1 (stereo not drawn)
 : 0.2	.	2.0	-5.0	-8.5	.	.	.	-2.4
CCCCNC(=O)C1CC(c2cccc(F)c2)=NO1 (stereo not drawn)
 : 0.3	0.9	0.1	6.5	18.3	-3.9	-2.5	-5.6	-15.7
Cc1ccc(/C=C/c2nnc(-c3ccc(C)cc3)o2)cc1
 : 0.1	-5.3	7.0	-0.2	-13.3	12.1	-4.1	-20.6	-3.3
CCCCSc1nc(C)cc(SCC(=O)N/N=C/c2cccc(OC)c2O)n1
 : 5.8	-23.4	22.3	37.1	12.4	24.8	1.5	34.2*	2.0
COc1ccc2c(c1)CC/C(=C/c1ccco1)C2=O
 : 1.5	-10.1	1.0	-2.8	22.0	-1.5	-5.6	7.4	-11.7
CCN(CC)c1ccc(C2Nc3cccc4cccc(c34)N2)cc1
 : 1.5	6.1	-0.7	-2.1	25.4	-4.2	-2.7	-11.1	-13.0
c1ccc2nc(-c3ccc(N4CCOCC4)cc3)ccc2c1
 : 0.8	-1.0	15.0	18.4	9.7	-4.9	-3.7	-6.8	4.0
COc1ccccc1-c1ccc(C(=O)O)o1
 : 1.0	-4.5	14.3	5.8	15.1	1.1	-2.8	16.8	-4.8
O=C(NCCN1CCOCC1)c1ccccc1-c1ccccc1
 : -0.4	-7.0	8.0	-3.8	19.4	-16.6	-3.7	-12.6	-9.9
CN(CC(=O)NCc1ccncc1)S(=O)(=O)c1ccccc1
 : 0.4	-9.2	10.8	-12.4	4.3	12.9	-5.3	-3.9	-14.9
CCCCSC1(SCCCC)N=C(N)C2(C#N)C(c3ccccc3)NC(C)=C(C)C12C#N (stereo not drawn)
 : 0.9	-12.7	2.9	9.5	21.6	-9.9	-4.1	-1.9	-13.0
Cc1ccc(NC2Sc3ccccc3NC2=O)cc1Cl (stereo not drawn)
 : -0.4	-9.1	-3.5	-10.8	9.1	0.9	-2.2	-9.5	-15.8
O=C(N/N=C/c1ccc2c(c1)OCO2)/C(=C/c1ccc2c(c1)OCO2)NC(=O)c1ccccc1
 : 0.6	-2.2	7.9	7.8	25.6	-7.0	-2.4	-8.1	-12.4
CCN1CCN(c2nc(Nc3cccc(C)c3)nc(N)c2[N+](=O)[O-])CC1
 : 0.7	1.1	7.2	-21.7	16.7	-8.6	-10.9	-10.5	-5.6

As entered above.
In CHO-K1 Ca PAM, Cc1ccc(/C=C/c2nnc(-c3ccc(C)cc3)o2)cc1 is listed with -13.3
In CHO-K1 Ca PAM, CCc1nc2cccnc2n1-c1ccc(C(=O)O)cc1 is listed with 11.1
In CHO-K1 Ca ag, O=C(N/N=C/c1ccc2c(c1)OCO2)/C(=C/c1ccc2c(c1)OCO2)NC(=O)c1ccccc1 is listed with 0.6
In OXTR potentiator, COc1ccc2c(c1)CC/C(=C/c1ccco1)C2=O is listed with -10.1
In CHRM1 antagonist, CCOC(=O)C(C)n1cnc2c(nnn2-c2ccc(F)cc2)c1=O (stereo not drawn) is listed with 3.1
In TAAR1 antag, Cc1ccc(NC2Sc3ccccc3NC2=O)cc1Cl (stereo not drawn) is listed with -10.8
In OXTR potentiator, Cc1cc(C)n2nc(SCC(=O)Nc3ccccc3C)nc2n1 is listed with 6.2

Continued.
Value order – CHO-K1 Ca ag	OXTR potentiator	TAAR1 agonist	TAAR1 antag	CHO-K1 Ca PAM	CHRM1 antagonist	CHRM1 agonist	CHO parental Ca	CHO-K1 Ca antag
O=C(COC(=O)c1ccco1)NCc1cccs1
 : -0.4	-3.8	16.6	-7.9	9.3	-10.2	-1.8	-8.9	-3.1
COc1ccc(NC(=O)COC(=O)/C=C/C(=O)OCC(=O)Nc2ccc(OC)c(Cl)c2)cc1Cl
 : 0.9	-3.9	1.3	-1.3	24.5	-5.8	-5.6	4.2	-8.2
COc1ccc(CN2C[C@@H](CO)O[C@@H](n3cnc4c(NCc5ccncc5)ncnc43)C2)cc1
 : 0.1	.	1.7	-11.5	9.4	-5.2	9.7	.	0.9
c1ccc(-c2cnc(-c3cccnc3)o2)cc1
 : 0.3	3.5	3.9	-2.6	-2.5	-3.2	-3.0	-12.4	2.4
CCOC(=O)C(C(=O)NCCCN1CCOCC1)C1CCCCC1 (stereo not drawn)
 : 0.1	-13.4	10.4	4.8	4.2	6.6	-3.5	-11.2	-7.5
Cc1nc(N2CCOCC2)nc(Oc2ccccc2)c1[N+](=O)[O-]
 : 1.0	4.8	-0.4	-30.4	22.6	-6.2	-3.4	-19.4	-10.4
